V1R ag counter: counter-screen for oxytocin receptor agonists: human V1a receptor agonists. P37288. CHO-V1R cells, Fluo-8 calcium fluorescence, agonist mode; 0% DMSO, 100% 3 nM vasopressin. activation, % at 3 µM. hit rate 0.25% among 320,000. AID 2797;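 active = activation above the mean activation of all tested compounds plus 3 SD, per screening run, cut at about 20% in these data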;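 note: signal is peak over basal fluorescence ratio across a 100 second FLIPR read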
TAAR1 antagonist: human TAAR1 antagonism. CHO RD-HGA16 TAAR1, Fluo-8 calcium fluorescence, antagonist. inhibition, % at 3 µM. hit rate 1.5% among 360,000;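 active = inhibition above a per-plate cutoff, the mean inhibition of test compounds on that plate plus 3 SD, cut at about 49% in these data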;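 note: 0% = DMSO plus EC80 beta-PEA response and 100% = DMSO alone without agonist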
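Test system: RD-HGA16 CHO cells with stable hTAAR1 and Gα16 / Probe or stimulus: EC80 β-phenethylamine stimulus / Times: seeding 17-24 h prior, 75-min 37 °C, 30-min RT dye loading / Detection: Fluo-8 calcium-sensitive fluorescence / Read-out basis: % inhibition scaled between DMSO and EC80 PEA controls / Repeats: singlicate, one well per test compound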
CHO parental Ca: counter-screen for OX1R antagonists: effect in parental CHO cells | inhibition, % at 5.6 µM | hit rate 0.63% among 330,000 | AID 463079 | parental CHO-K1, ATP-induced calcium, Fluo-8 fluorescence;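 active = inhibition above that plate's mean sample inhibition plus 3 SD, cut at about 26% in these data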;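 note: 0% = ATP-challenged DMSO wells and 100% = DMSO wells without ATP; some compounds past the cut are filed as inactive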
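Assay system: untransfected parental CHO cell line. Also added: ATP agonist challenge. Dosing: one dose, 5.6 µM nominal. Measured by: Fluo-8 fluorescence. Read-out: % inhibition. Benchmarks: ATP wells versus no-ATP DMSO wells. Repeats: no replicates.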
OXTR ag: activates the human oxytocin receptor | AID 2435 | activation, % at 3 µM | P30559 | CHO-OTR cells, Fluo-8 calcium fluorescence; normalized: DMSO 0%, oxytocin 100% | hit rate 0.32% among 320,000;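 active = activation above the mean of all tested compounds plus 3 SD, cutoff set per screening run, cut at about 20% in these data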;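 note: peak over basal fluorescence ratio from a 100 s FLIPR kinetic read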
Target sequence (P30559 whole entry, looked up): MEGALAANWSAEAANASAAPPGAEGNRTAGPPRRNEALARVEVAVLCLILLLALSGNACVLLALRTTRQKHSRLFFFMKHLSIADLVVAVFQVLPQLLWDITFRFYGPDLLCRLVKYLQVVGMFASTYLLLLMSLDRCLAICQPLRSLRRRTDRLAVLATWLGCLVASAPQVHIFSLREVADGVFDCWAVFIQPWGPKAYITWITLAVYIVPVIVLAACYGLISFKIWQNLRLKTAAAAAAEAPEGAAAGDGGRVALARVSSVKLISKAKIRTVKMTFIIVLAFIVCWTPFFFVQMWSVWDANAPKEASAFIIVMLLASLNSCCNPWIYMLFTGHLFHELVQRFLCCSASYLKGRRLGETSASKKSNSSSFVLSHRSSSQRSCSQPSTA
M1 antag: human CHRM1 antagonism; P11229; CHO-K1 hM1, Fluo-8 calcium fluorescence, ACh EC80 antagonist; inhibition, % at 3 µM; hit rate 1.3% among 360,000;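 active = percent inhibition above its own plate's cutoff, namely the mean of that plate's compound wells plus 3 SD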;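 note: peak over basal fluorescence ratio during 140 s after agonist addition; 0% = ACh EC80 plus DMSO and 100% = DMSO alone without agonist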
Target sequence (P11229 whole entry, looked up): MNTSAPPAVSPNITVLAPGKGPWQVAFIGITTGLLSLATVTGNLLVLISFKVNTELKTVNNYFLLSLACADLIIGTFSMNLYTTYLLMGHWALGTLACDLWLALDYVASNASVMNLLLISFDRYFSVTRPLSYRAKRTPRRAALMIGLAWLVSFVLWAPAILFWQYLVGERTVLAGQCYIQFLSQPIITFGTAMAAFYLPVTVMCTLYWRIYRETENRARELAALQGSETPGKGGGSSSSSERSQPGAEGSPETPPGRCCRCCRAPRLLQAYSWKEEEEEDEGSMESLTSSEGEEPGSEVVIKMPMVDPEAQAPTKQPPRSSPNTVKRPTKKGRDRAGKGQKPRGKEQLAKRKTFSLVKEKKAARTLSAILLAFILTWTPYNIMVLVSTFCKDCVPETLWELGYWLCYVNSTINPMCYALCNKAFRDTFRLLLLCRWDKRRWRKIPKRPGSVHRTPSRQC
CHRM1 agonist: human M1 muscarinic receptor agonism | hit rate 0.33% among 360,000 | P11229 | CHO-K1 hM1, Fluo-8 calcium fluorescence, agonist mode; 0% DMSO, 100% acetylcholine EC100 | activation, % at 3 µM;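 active = activation above the run's mean compound activation plus 3 SD, cut at about 16% in these data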;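 note: peak over basal fluorescence ratio within a 140 s kinetic read after compound addition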
TAAR1 ag: agonists of human TAAR1. hit rate 0.99% among 360,000. Q96RJ0. activation, % at 3 µM. CHO RD-HGA16 TAAR1, Fluo-8 calcium fluorescence; vehicle wells 0%, saturating PEA agonist 100%;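 active = activation above the mean activation of all test compounds in the run plus 3 SD, cut at about 38% in these data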
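System: CHO-derived RD-HGA16 cells with stable Gα16 and human TAAR1. Times: 17-24 h plating, Fluo-8 75 min 37 °C, 30 min RT. Measured by: calcium-sensitive Fluo-8 signal, excitation 470-495, emission 515-575 nm. Read-out basis: % activation relative to PEA EC100 response. Control set: DMSO and PEA EC100. Repeats: no replicates (n 1).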
OXTR potentiate: potentiators of human oxytocin receptor. hit rate 0.061% among 320,000. AID 2445. P30559. activation, % at 3 µM. CHO-OTR cells, Fluo-8 calcium fluorescence, potentiator mode; 0% = oxytocin EC15, 100% = EC100;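 active = activation above that plate's cutoff, the mean activation of tested compounds plus 3 SD, cut at about 6.6% in these data, passing the limit was not always enough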;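 note: 100% uses oxytocin at 75 nM as the full agonist control; some results filed as inactive read as strong as hits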
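Assay system: CHO-OTR cells, human receptor / Also added: oxytocin at about EC15, sub-maximal agonist stimulus / Dosing: single dose, 3.0 µM nominal final compound concentration / Incubation: 6 min pre-incubation, 100 s read / Technique: Fluo-8 calcium dye fluorescence / Read-out: % activation vs EC15 and EC100 oxytocin / Benchmarks: EC15 oxytocin low, 75 nM oxytocin high / Replicates: singlicate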
CHRM1 PAM: positive allosteric modulators of human M1 muscarinic receptor; CHO-K1 hM1, Fluo-8 calcium fluorescence, ACh EC20; 0% = ACh EC20, 100% = maximal ACh; activation, % at 3 µM; hit rate 0.088% among 360,000; AID 588819; in the data active = activation above about 19%, passing the limit was not always enough
Starred values were filed as active, the others as inactive; / = no result given.

A first look, two compounds:
Values run as follows: V1R ag counter	TAAR1 antagonist	CHO parental Ca	OXTR ag	M1 antag	CHRM1 agonist	TAAR1 ag	OXTR potentiate	CHRM1 PAM
Cc1cc(C)c(S(=O)(=O)c2ccc(Cl)cc2C)c(Cl)n1
 : -0.1	-11.9	-2.2	-2.5	-7.5	-9.2	8.2	-6.6	8.8
O=C(COC(=O)Cc1cccc(C(F)(F)F)c1)NCc1ccco1
 : 0.6	3.5	-6.5	-1.2	-11.0	-0.2	-0.7	-0.2	14.3

The listing (from the top)
Values run as follows: V1R ag counter	TAAR1 antagonist	CHO parental Ca	OXTR ag	M1 antag	CHRM1 agonist	TAAR1 ag	OXTR potentiate	CHRM1 PAM
Cc1cc(C)c(S(=O)(=O)c2ccc(Cl)cc2C)c(Cl)n1
 : -0.1	-11.9	-2.2	-2.5	-7.5	-9.2	8.2	-6.6	8.8
O=C(COC(=O)Cc1cccc(C(F)(F)F)c1)NCc1ccco1
 : 0.6	3.5	-6.5	-1.2	-11.0	-0.2	-0.7	-0.2	14.3
Cc1onc(-c2ccccc2Cl)c1C(=O)Nc1ccccc1C(=O)NC(C)C
 : -0.1	-1.9	-26.3	-0.7	-5.3	-3.6	9.7	-7.5	-1.3
Cc1nnc(SCc2ccc(Cl)cc2)n1CC1CCCO1 (stereo not drawn)
 : 2.5	-1.3	3.6	3.0	0.1	-0.3	8.4	-5.0	0.8
COc1ccc(C(=O)Nc2cc(S(=O)(=O)N3CCCC3)ccc2Cl)cc1
 : 0.7	2.1	-15.8	-1.1	-16.0	-2.3	2.6	-4.4	2.1
COc1ccc(-c2nc(N)ncc2-c2ccccc2OC)c(O)c1
 : 1.9	-13.2	-7.7	2.4	-12.2	-3.7	4.3	-2.0	6.3
CCc1ccc(-n2c(=S)sc3c(=O)[nH]c(SCC(=O)NC4CCCCC4)nc32)cc1
 : /	-25.7	/	/	-10.6	-0.2	7.6	/	7.7
O=C(Nc1ccc(Cn2cccn2)cc1)c1ccc(COc2cccc(Br)c2)cc1
 : 3.2	48.3	13.6	1.2	6.0	-3.5	10.4	-20.9	-1.8
CCN(CC(=O)Nc1c(F)cccc1F)C(=O)c1cccn1C
 : /	-21.5	/	/	15.5	-1.8	1.0	/	-11.1
O=c1c2ccccc2nc(SCc2cccc(F)c2)n1-c1cccc(S(=O)(=O)N2CCCC2)c1
 : 3.5	-3.1	-20.6	-0.3	8.6	-4.6	0.9	-5.5	-7.1
CCCN1C(=O)/C(=N\OCC(=O)NCC(F)(F)F)c2ccccc21
 : -0.2	-18.8	-1.6	-0.2	-9.5	-4.9	2.7	-4.4	5.0
NS(=O)(=O)c1cccnc1Nc1cccc(Cl)c1
 : 1.6	4.3	4.7	2.5	-31.6	-0.1	1.9	-5.5	2.1
O=C(N/N=C/c1cccs1)c1ccc2nc[nH]c2c1
 : -0.1	17.8	17.6	0.1	35.4*	0.1	5.2	-8.6	-11.3
Cc1cc(NC(=O)c2ccccc2)n(-c2nc3ccccc3[nH]2)n1
 : 0.7	13.7	-13.3	-0.3	4.5	-0.9	3.4	0.6	2.9
CC(C(=O)Nc1ccccc1-c1ccccc1)N1CCN(S(=O)(=O)c2ccccc2)CC1 (stereo not drawn)
 : 0.4	-19.4	-30.1	-0.8	4.2	-6.3	7.7	-2.5	0.0
CC1(C)Cc2c(cnn2-c2ccc(F)cc2)C(NC(=O)CCN2CCCCC2=O)C1 (stereo not drawn)
 : /	-11.7	/	/	-4.0	0.9	0.9	/	5.6
CCOc1ccccc1C(=O)Nc1nnc(Cc2ccc(OC)c(OC)c2)s1
 : 3.2	-12.7	-23.5	1.2	-19.8	-3.1	9.1	-11.0	7.5
CC(Sc1ccccn1)C(=O)Nc1ccc2c(c1)OCO2 (stereo not drawn)
 : -0.4	-25.6	-2.5	-0.8	-6.9	-4.0	1.0	-5.4	9.5
ON1C2CCCCC2N(O)C1c1ccccc1C(F)(F)F (stereo not drawn)
 : 0.5	10.0	2.9	0.6	-11.0	-1.4	4.7	1.8	6.3
CC1CCC(NC(=O)CSc2nnc(-c3cccnc3)o2)CC1 (stereo not drawn)
 : 0.6	-30.0	-3.3	0.9	2.4	-5.0	13.2	-1.7	-2.4
O=C(NC1CCCC1)c1ccc(CS(=O)Cc2ccc(Cl)cc2)o1 (stereo not drawn)
 : -0.2	-34.3	-13.8	-1.0	-1.4	-3.2	0.6	-4.6	1.7
COc1ccccc1NC(=O)COc1cccc2c1CCNC2=O
 : 0.5	7.7	-16.9	-0.5	-1.9	-3.5	6.0	-3.4	1.6
O=C(NC1CC2CCC(C1)N2Cc1ccccc1)c1ccccc1Cl (stereo not drawn)
 : 0.8	11.8	-9.7	0.6	-1.6	-9.8	-1.2	1.1	-3.4
COc1ccc(-c2csc(N3C(=N)SCC3=O)n2)cc1
 : 0.1	9.3	-4.4	-1.3	-0.5	-2.3	32.4	-0.1	1.3
Cc1ccc(N(Cc2cc(=O)[nH]c3ccccc23)C(=O)C(C)C)c(C)c1
 : -0.1	-7.1	-25.6	-2.4	-3.0	-4.7	7.0	-7.8	0.4
CC(C)N(C(=O)[C@H]1CC(CC(=O)NCc2ccco2)C(=O)N2CCc3c([nH]c4ccccc34)[C@]12C)C(C)C (stereo partly drawn)
 : -0.6	-17.6	-17.4	-2.8	-9.4	-6.3	2.9	4.0	7.0
Cn1c(C(=O)NCCCN2CCc3ccccc3C2)cc2c(=O)n(C)c3ccccc3c21
 : -0.2	21.1	-11.6	-1.6	34.4*	-13.8	0.2	0.0	-20.4
O=C(CC1C[C@H](C(=O)N2CCOCC2)[C@@]2(CCC3CCCC3)c3[nH]c4ccccc4c3CCN2C1=O)NCCCn1ccnc1 (stereo partly drawn)
 : -1.7	-2.3	-13.8	-1.0	11.2	-11.2	-0.1	-7.0	-6.2
Cc1ccc(S(=O)(=O)N(Cc2cccc([N+](=O)[O-])c2)C(=O)N2CCN(C)CC2)cc1
 : /	-40.2	/	/	-12.6	-4.8	1.4	/	10.9
CCN1C(=O)[C@H]2[C@@H](c3ccc(C)cc3)N[C@]3(CCCN(Cc4ccc(C(F)(F)F)cc4)C3=O)[C@H]2C1=O
 : /	-18.1	/	/	-5.8	-5.2	0.8	/	8.7
COc1ccc(C(=O)NNC(=S)NC(=O)c2cc(-c3ccccc3)nc3ccccc23)cc1
 : 27.6*	87.9*	-10.3	35.4*	-23.1	2.9	128.0*	-20.8	5.2
O=C(Nc1nnc(-c2ccc3c(c2)CCCC3)o1)c1ccccc1Cl
 : 4.3	-20.9	-2.6	4.0	-1.4	0.2	7.7	-6.3	-0.9
COC(=O)c1ccc(COc2ccccc2/C=N/NS(=O)(=O)c2ccc(C)cc2)cc1
 : -0.6	-15.4	-6.6	-1.2	-4.1	-6.2	5.9	-1.9	-0.6
COC(=O)N(NC(=O)C(O)(c1ccccc1)c1ccccc1)c1ccc(C)cc1
 : -0.4	-21.7	-8.6	-0.3	-7.9	-11.8	1.3	0.2	5.2
CC(OC(=O)c1cc(Br)ccc1O)C(=O)NCc1ccc2c(c1)OCO2 (stereo not drawn)
 : -0.8	-21.7	-20.1	-0.8	-2.1	-1.7	1.9	1.5	1.6
O=C(NCc1ccccn1)C1CCN(S(=O)(=O)c2cc(Cl)ccc2Cl)CC1
 : -0.5	13.9	-9.9	-0.4	-7.0	-12.1	8.5	-3.5	8.1
O=C(C1CCN(C2CC(=O)N(c3ccc(Cl)cc3)C2=O)CC1)N1CCOCC1 (stereo not drawn)
 : -0.1	7.3	-4.7	0.8	-3.2	-2.0	1.3	-4.8	1.3
COc1ccccc1-c1cc(C(F)(F)F)nc(N2CCCC2)n1
 : -1.0	2.5	-12.1	-0.8	6.3	-0.7	4.9	-2.1	1.8
Cc1ccc(N(C(=O)Cc2cccs2)C(C(=O)NC2CCCC2)c2ccncc2)cc1 (stereo not drawn)
 : 1.2	15.5	-10.2	-0.2	-1.9	-2.8	6.1	-10.5	3.6
CCOC(=O)N1CCC(n2c(=S)[nH]c3cc(OCC)c(OCC)cc3c2=O)CC1
 : 0.3	4.7	-10.7	-1.4	3.2	-4.7	3.1	-9.4	0.6
COc1ccc(C2CC(c3ccc(C)cc3)=NN2C(=O)CCC(=O)O)cc1OC (stereo not drawn)
 : 1.2	-12.7	2.0	1.1	-16.3	-1.6	4.1	-0.3	4.1
COc1ccc(C(=O)NCCCOC(=O)c2ccc(OC)cc2)cc1
 : 0.5	-6.1	-20.5	-0.8	-6.0	-0.5	1.9	4.6	4.8
CN(C(=O)COC(=O)c1ccccc1Cc1ccccc1)C1CCS(=O)(=O)C1 (stereo not drawn)
 : -0.8	-10.6	-1.8	0.3	-15.8	-2.0	0.5	-1.7	12.9
CN(Nc1cccc(Cl)c1)c1cccc(Cl)c1
 : /	23.6	/	/	-7.4	-4.0	0.1	/	-1.8
O=C(CN1C(=O)c2ccccc2S1(=O)=O)c1ccc2c(c1)OCCCO2
 : 2.8	13.1	-14.9	3.1	-3.2	-3.9	4.6	-2.0	-0.9
O=C(Nc1ccc(F)cc1)C(c1ccccc1)N1CCN(C(=O)c2ccco2)CC1 (stereo not drawn)
 : 0.5	9.3	-10.7	-1.4	-8.9	0.6	1.8	-4.8	10.1
COC(=O)c1cc(C(=O)NC(C)C2CC3CCC2C3)cc([N+](=O)[O-])c1 (stereo not drawn)
 : 0.8	3.2	-33.8	-1.5	-2.0	-7.4	-2.6	-3.3	2.5
